# Assay outcomes deposited in PubChem BioAssay by The Scripps Research Institute Molecular Screening Center.
# PAFAH1B3 inh: PAFAH1B3 enzyme inhibitors, primary screen, biochemical, fluorescence polarization, human | Platelet-activating factor acetylhydrolase IB subunit alpha1 (Homo sapiens), Q15102 | recombinant PAFAH1B3, FP-rhodamine probe | inhibition, % at 3.39 µM | 340,000 tested, 0.28% active | AID 492972, 2010;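 active means inhibition above the screen-wide average of all tested compounds plus 3 SD, cut at about 25% in these data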;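 further: 0% = enzyme with DMSO only and 100% = wells lacking PAFAH1B3 protein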
# LYPLA1 inh: LYPLA1 inhibitors, primary screen, counter-screen for PME1 inhibitor project, biochemical, fluorescence polarization, FP-Rh probe ABPP; AID 2174, 2009; recombinant LYPLA1; inhibition, % at 5.9 µM; Acyl-protein thioesterase 1 (Homo sapiens), O75608; 320,000 tested, 0.16% active;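 active means inhibition above the mean of all tested compounds plus 3 SD, set per campaign, cut at about 14% in these data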;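 further: inhibitors block serine hydrolase probe labeling of LYPLA1 so polarization falls; 0% = enzyme with DMSO and 100% = wells lacking LYPLA1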
# PME-1 inh: PME-1 inhibitors via competitive probe labeling, primary screen, biochemical, fluorescence polarization, FP-Rh probe, HTS; Protein phosphatase methylesterase 1 (Homo sapiens), Q9Y570; inhibition, % at 5.9 µM; recombinant PME-1; AID 2130, 2009; 320,000 tested, 0.53% active;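 active means inhibition above the campaign mean of all compounds plus 3 SD, cut at about 26% in these data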;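 further: competitive labeling of PME-1 active site by serine hydrolase directed probe; 0% = PME-1 with DMSO and 100% = wells lacking PME-1 enzyme; inhibitors block probe labeling so polarization falls and inhibition rises; many of its hits are not listed in these tables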
# PAFAH1B2 inh: PAFAH1B2 enzyme inhibitors, primary screen, biochemical, fluorescence polarization, human; Platelet-activating factor acetylhydrolase IB subunit alpha2 (Homo sapiens), P68402; 340,000 tested, 1.2% active; recombinant PAFAH1B2, FP-rhodamine activity probe; inhibition, % at 3.39 µM; AID 492953, 2010;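 active means inhibition above the mean of all tested compounds plus 3 SD, cut at about 24% in these data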;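 further: 0% = enzyme with DMSO and 100% = wells lacking PAFAH1B2; many of its hits are not listed in these tables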
# Target sequence (P68402 whole entry, looked up): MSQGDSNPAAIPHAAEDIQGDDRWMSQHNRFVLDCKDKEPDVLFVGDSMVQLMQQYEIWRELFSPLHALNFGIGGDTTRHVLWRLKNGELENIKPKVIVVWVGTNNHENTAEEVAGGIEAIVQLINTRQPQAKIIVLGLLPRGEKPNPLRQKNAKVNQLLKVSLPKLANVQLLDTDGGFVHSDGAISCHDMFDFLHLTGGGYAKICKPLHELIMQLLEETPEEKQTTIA
# PAD4 inh: human PAD4 inhibitors, primary screen, biochemical, fluorescence polarization, 1536-well format; Protein-arginine deiminase type-4 (Homo sapiens), Q9UM07; recombinant PAD4, RCA probe fluorescence polarization; inhibition, % at 6.36 µM; 330,000 tested, 0.41% active;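 active means percent inhibition above a cutoff equal to the mean of all tested compounds plus 3 SD, cut at about 15% in these data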;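 further: 0% = PAD4 with RCA probe and DMSO and 100% = probe without PAD4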
# GSTO1 counter: inhibitors of recombinant GSTO1, primary screen, counter-screen for RBBP9 inhibitor project, biochemical, fluorescence polarization; AID 1974, 2009; 300,000 tested, 1.1% active; inhibition, % at 5.96 µM; activity-based probe fluorescence polarization;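 active means inhibition above the campaign mean inhibition plus 3 SD, cut at about 35% in these data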;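 further: 0% = GSTO1-1 with DMSO and 100% = wells lacking GSTO1-1 enzyme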
# Target sequence (P78417 whole entry, looked up): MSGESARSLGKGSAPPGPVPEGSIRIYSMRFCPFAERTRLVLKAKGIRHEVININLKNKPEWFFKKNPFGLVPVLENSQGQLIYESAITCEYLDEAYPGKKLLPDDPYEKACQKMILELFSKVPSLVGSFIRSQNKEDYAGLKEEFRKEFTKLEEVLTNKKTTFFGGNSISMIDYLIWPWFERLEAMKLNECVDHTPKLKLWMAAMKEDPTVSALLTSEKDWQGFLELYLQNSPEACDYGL
# PAFAH2 inh: PAFAH2 enzyme inhibitors, primary screen, biochemical, fluorescence polarization, human; recombinant PAFAH2, FP-rhodamine activity probe; Platelet-activating factor acetylhydrolase 2, cytoplasmic (Homo sapiens), Q99487; 340,000 tested, 0.99% active; AID 492956, 2010; inhibition, % at 3.39 µM;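 active means inhibition above the mean over all tested compounds plus 3 SD, cut at about 30% in these data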;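 further: inhibitors block probe labeling of enzyme so polarization drops; 0% = enzyme with DMSO and 100% = wells lacking PAFAH2 protein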
# pPAFAH inh: pPAFAH enzyme inhibitors, primary screen, biochemical, fluorescence polarization, human; inhibition, % at 3.39 µM; 330,000 tested, 1.5% active; Platelet-activating factor acetylhydrolase (Homo sapiens), Q13093; AID 463082, 2010; recombinant pPAFAH, FP-rhodamine probe fluorescence polarization;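 active means inhibition above the mean inhibition across the screen plus 3 SD, cut at about 25% in these data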;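 further: inhibitors block binding of the rhodamine activity-based probe so polarization drops; 0% = enzyme with DMSO and 100% = wells lacking pPAFAH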
# LYPLA2 inh: LYPLA2 inhibitors, primary screen, counter-screen for PME1 inhibitor project, biochemical, fluorescence polarization, FP-Rh probe ABPP; inhibition, % at 5.9 µM; recombinant LYPLA2; 320,000 tested, 0.38% active; AID 2177, 2009;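 active means inhibition above the screen-wide mean plus 3 SD, limit set per campaign, cut at about 26% in these data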;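 further: 0% = LYPLA2 with DMSO and 100% = wells lacking LYPLA2 enzyme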
# Target sequence (O95372 whole entry, looked up): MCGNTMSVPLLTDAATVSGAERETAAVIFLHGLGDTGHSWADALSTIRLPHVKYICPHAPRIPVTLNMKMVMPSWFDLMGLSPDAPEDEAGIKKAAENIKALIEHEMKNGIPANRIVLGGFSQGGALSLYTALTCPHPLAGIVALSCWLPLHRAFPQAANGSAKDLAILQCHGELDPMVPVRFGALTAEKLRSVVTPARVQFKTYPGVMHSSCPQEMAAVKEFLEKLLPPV
# The depositor's hits bear a star; . = no result given. A portion of the library; the hit share may differ from the screen's.
# The first two records as a preview:
SMILES,PAFAH1B3 inh,LYPLA1 inh,PME-1 inh,PAFAH1B2 inh,PAD4 inh,GSTO1 counter,PAFAH2 inh,pPAFAH inh,LYPLA2 inh
CS/C(=N\S(=O)(=O)c1cccs1)Nc1ccc(Cl)cc1,0,1,8,5,-2,-1,5,6,7
COCCCN1C(=O)C(=O)/C(=C(/O)c2ccc3c(c2)OCCO3)C1c1ccc(C(=O)OC)cc1 (configuration not stated),-3,2,2,1,-4,8,4,4,-1

# Results, repeating the preview:
SMILES,PAFAH1B3 inh,LYPLA1 inh,PME-1 inh,PAFAH1B2 inh,PAD4 inh,GSTO1 counter,PAFAH2 inh,pPAFAH inh,LYPLA2 inh
CS/C(=N\S(=O)(=O)c1cccs1)Nc1ccc(Cl)cc1,0,1,8,5,-2,-1,5,6,7
COCCCN1C(=O)C(=O)/C(=C(/O)c2ccc3c(c2)OCCO3)C1c1ccc(C(=O)OC)cc1 (configuration not stated),-3,2,2,1,-4,8,4,4,-1
COC(=O)c1ccc(CSc2ccc3nnc(-c4ccc(OC)cc4)n3n2)o1,.,1,1,.,-3,6,.,2,-2
CCOC(=O)COc1ccccc1/C=N/O,1,2,-1,4,-1,4,0,1,-1
NC(=O)COc1ccc2oc(=O)cc(-c3cc4ccccc4o3)c2c1,7,-1,-3,-1,-6,-6,0,1,1
Nc1nnc(CSCc2cccc(Br)c2)s1,6,6,4,-1,4,4,-4,2,8
O=C(OCCN=C1NS(=O)(=O)c2ccccc21)c1cccs1,10,1,7,5,-6,-4,38*,4,6
CC(=O)Nc1ccc(-c2csc(NC=C3C(=O)OC(C)(C)OC3=O)n2)cc1,15,-3,6,-3,0,-1,-2,-1,6
CCOC(=O)C(C)Sc1nnc(NC(=O)c2ccc3c(c2)OCO3)s1 (configuration not stated),-4,-3,-13,1,-4,-8,1,2,-1
NNC(=O)C(Cc1cnc[nH]1)NC(=O)OCc1ccccc1 (configuration not stated),1,3,-3,-1,-4,-2,7,7,0
COc1ccc(C(=O)Nc2nc(-c3ccc(S(=O)(=O)N4CCOCC4)cc3)cs2)cc1,0,-27,-39,-4,18*,-13,-24,-12,-28
Cc1ccc(C(=O)NC(=S)NNS(=O)(=O)c2ccc(C)cc2)cc1,6,-3,2,16,2,14,2,7,-7
Cc1ccc(OCCNS(=O)(=O)c2ccc(N3CCCC3=O)cc2)cc1,-1,-1,5,1,-4,3,-7,-2,5
Cc1cc(C)nc(Sc2ccc3nnnn3n2)n1,3,1,4,-4,5,3,4,2,7
CC(C)CNC(=S)N1CCN(Cc2ccc3c(c2)OCO3)CC1,10,-2,1,-4,1,8,-8,-2,3
CC(=O)c1nnn(-c2cccc([N+](=O)[O-])c2)c1C,4,1,-1,6,-2,-2,4,2,4
COc1ccccc1NS(=O)(=O)c1ccc2ccccc2c1,6,-4,13,5,-3,4,3,-2,-5
Cc1nn(C(=O)c2ccc3c(c2)OCO3)c(N)c1-c1ccccc1,-3,1,6,4,-2,2,0,-2,0
Cc1ccc(S(=O)(=O)CCC(=O)Nc2ccc(Br)cc2)cc1,3,-2,-2,10,2,-5,0,-5,-3
COc1ccc(S(=O)(=O)CCC(=O)NCCc2ccc(Cl)cc2)cc1,-6,-4,2,14,-2,-2,4,-2,-3

# Nothing new here: an excerpt of the list.
SMILES,PAFAH1B3 inh,LYPLA1 inh,PME-1 inh,PAFAH1B2 inh,PAD4 inh,GSTO1 counter,PAFAH2 inh,pPAFAH inh,LYPLA2 inh
O=C(OCCN=C1NS(=O)(=O)c2ccccc21)c1cccs1,10,1,7,5,-6,-4,38*,4,6
CC(=O)Nc1ccc(-c2csc(NC=C3C(=O)OC(C)(C)OC3=O)n2)cc1,15,-3,6,-3,0,-1,-2,-1,6
CCOC(=O)C(C)Sc1nnc(NC(=O)c2ccc3c(c2)OCO3)s1 (configuration not stated),-4,-3,-13,1,-4,-8,1,2,-1
NNC(=O)C(Cc1cnc[nH]1)NC(=O)OCc1ccccc1 (configuration not stated),1,3,-3,-1,-4,-2,7,7,0
COc1ccc(C(=O)Nc2nc(-c3ccc(S(=O)(=O)N4CCOCC4)cc3)cs2)cc1,0,-27,-39,-4,18*,-13,-24,-12,-28
Cc1ccc(C(=O)NC(=S)NNS(=O)(=O)c2ccc(C)cc2)cc1,6,-3,2,16,2,14,2,7,-7
Cc1ccc(OCCNS(=O)(=O)c2ccc(N3CCCC3=O)cc2)cc1,-1,-1,5,1,-4,3,-7,-2,5
Cc1cc(C)nc(Sc2ccc3nnnn3n2)n1,3,1,4,-4,5,3,4,2,7
CC(C)CNC(=S)N1CCN(Cc2ccc3c(c2)OCO3)CC1,10,-2,1,-4,1,8,-8,-2,3
CC(=O)c1nnn(-c2cccc([N+](=O)[O-])c2)c1C,4,1,-1,6,-2,-2,4,2,4
COc1ccccc1NS(=O)(=O)c1ccc2ccccc2c1,6,-4,13,5,-3,4,3,-2,-5

# The list goes on:
SMILES,PAFAH1B3 inh,LYPLA1 inh,PME-1 inh,PAFAH1B2 inh,PAD4 inh,GSTO1 counter,PAFAH2 inh,pPAFAH inh,LYPLA2 inh
CCc1c(C)n([O-])c2c([n+]1=O)CCC2,7,0,3,0,1,-3,-3,1,1
CC(C)COc1ccc(C(=O)N/N=C/c2ccoc2)cc1,3,-4,6,-4,3,0,3,4,6
COc1ccc(OC)c(CN(CCN2CCOCC2)C(=O)Nc2ccccc2)c1,3,5,4,4,0,5,2,2,3
CCCNC(=O)C1(CC2CC(c3ccccc3)=NO2)CCN(C(=O)c2ccccc2)CC1 (configuration not stated),0,-1,1,4,-1,4,6,-2,2
CC(=O)c1cnc2ncnn2c1C,2,0,5,0,-2,2,3,2,3
COc1ccc(C2=NS(=O)(=O)N(C)C(C(=O)NCc3ccco3)=C2)cc1OC,5,1,5,-1,-6,1,-6,1,5
O=C1CC(=C(c2ccccc2)c2ccccc2)C(=O)N1CCCN1CCN(c2cccc(Cl)c2)CC1,10,0,-8,1,-5,-5,-2,10,-6
CN(C(=O)c1ccc(NC(=O)Cc2ccc(NC(=O)C3CCCN(C(=O)C4CC4)C3)cc2)cc1)C1CC1 (configuration not stated),2,3,-1,-2,1,.,1,-5,60*
